# GlmU inhibition – inhibition of mycobacterial GlmU enzyme – biochemical, glucosamine-1-phosphate acetyltransferase (AID 1376). M. tuberculosis GlmU acetyltransferase enzyme assay; higher % means a stronger effect. inhibition, %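 (tested at 30 µM in the primary screen)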, or IC50 in µM where a hit was titrated. 0.25% of 220,000 active; in the data active = inhibition above about 13%; inconclusive = no clear call, values can overlap the other calls;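 note: 0% = complete reaction with vehicle and 100% = reaction without substrate; strong numbers were not always called active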
# Mtb RmlCD inh – blocks M. tuberculosis RmlC and RmlD coupled enzymes; P9WH09+P9WH11; RmlC+RmlD coupled enzyme assay, percent inhibition; primary screen in compound mixtures; inhibition, % at 3.6 µM; 0.03% of 160,000 active; in the data active = inhibition mostly above about 34%, no sharp cut-off; inconclusive = no clear call, values can overlap the other calls; inactive = mostly below about 22%; note: some results filed as inactive read as strong as hits
# Target sequence (P9WH09 whole entry, looked up): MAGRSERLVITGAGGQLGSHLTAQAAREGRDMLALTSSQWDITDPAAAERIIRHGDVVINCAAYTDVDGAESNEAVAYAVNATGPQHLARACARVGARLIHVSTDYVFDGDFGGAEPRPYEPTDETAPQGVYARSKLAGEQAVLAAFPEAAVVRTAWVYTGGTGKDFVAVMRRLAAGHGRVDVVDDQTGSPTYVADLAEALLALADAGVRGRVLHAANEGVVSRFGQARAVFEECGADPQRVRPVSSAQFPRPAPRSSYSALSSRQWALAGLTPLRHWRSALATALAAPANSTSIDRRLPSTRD
# Target sequence (P9WH11 whole entry, looked up): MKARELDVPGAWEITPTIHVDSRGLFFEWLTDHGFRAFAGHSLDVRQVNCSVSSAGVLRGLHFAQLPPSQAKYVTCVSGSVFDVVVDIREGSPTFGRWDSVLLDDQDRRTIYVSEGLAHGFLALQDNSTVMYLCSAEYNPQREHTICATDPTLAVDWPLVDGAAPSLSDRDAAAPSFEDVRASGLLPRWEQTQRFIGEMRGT
# * marks the source's active call; other numbers are inactive results; ? = inconclusive; nt = no result given. Some of the compounds tested; count on the stated rates, not on these rows.
canonical_smiles | GlmU inhibition | Mtb RmlCD inh
COc1cc(NC(=O)c2cccs2)c(C(=O)OCC(=O)NC(C)c2ccccc2)cc1OC (configuration not stated) | -3.3% | nt
COc1ccc(C2CC(=O)c3cnc(NC(=O)c4ccccc4OC)nc3C2)c(OC)c1 (configuration not stated) | -6.9% | -9.8
N#CCCn1c(C2CCCCC2)nc2ccccc21 | 3.0% | -7.4
Cc1cc(O)c(/C=N/OCc2ccc(Cl)cc2Cl)c(=O)o1 | -1.0% | -10.3
COC(=O)c1ccc(S(=O)(=O)NNC(=O)c2ccc(S(=O)(=O)N3CCCCC3)cc2)cc1 | 6.8% | -9.6
CCOC(=O)c1c(C)[nH]c(C(=O)COC(=O)/C=C/c2ccc(OC(F)F)cc2)c1C | -3.3% | nt
Cn1c(N)c(C(=O)COc2ccc(C#N)cc2)c(=O)n(C)c1=O | -3.9% | 8.0
CC(=O)c1ccc(/C=C/c2nc3ccccc3n2C)o1 | -3.1% | 40.9
COc1ccc(CC(=O)NNC(=O)c2cnccn2)cc1 | -7.1% | 5.7
O=S(=O)(NC1=NCCC1)c1ccc(F)cc1F | 3.3% | 7.6
Cc1c([N+](=O)[O-])c([N+](=O)[O-])nn1CC(=O)NCCc1ccccc1 | 0.4% | 18.6
CCOC(=O)c1ccc2c(c1)nc(SCC(=O)NC(C)C)n2CC | 3.8% | 4.5
O=C(CN1C(=O)CSCC1=O)Nc1ccc2c(c1)OCO2 | -0.1% | 4.7
CC(=O)Nc1c(O)nc(SCC(=O)Nc2nnc(SCc3ccccc3)s2)[nH]c1=O | 4.4% | 7.1
CCCn1c(-c2ccc(F)cc2)cnc1SCC(=O)O | 2.0% | 3.1
Cc1ccc(N/C=C2\C(=O)N(c3ccc(F)cc3F)C(c3cccnc3)S2(=O)=O)cc1 (configuration not stated) | -0.2% | 21.4
Cc1ccc(-c2nc(NC(=O)CSc3cc(C)c4ccccc4n3)ns2)cc1 | 9.4% | nt
CC(=O)Nc1ccc(N/C=C/C(=O)c2ccc(C)o2)cc1 | 2.1% | 5.3
CSc1cc(C)c(OCC(=O)Nc2ccc(NC(C)=O)cc2)c(C)c1 | -2.9% | 8.9
CC1CCCN(C(=S)SCC(=O)O)C1 (configuration not stated) | -4.1% | 8.7
CNC(=O)Nc1ccc(Cn2cc(C(F)(F)F)ccc2=O)cc1 | -7.5% | 2.1
CNC(=O)COc1ccc(Nc2nnc(C)c3ccccc23)cc1 | 4.0% | -8.2
CC(=O)N1CCN(CCN2C(C)=CC(=C(C#N)C#N)C=C2C)CC1 | 3.4% | -7.8
Cc1csc(-c2cccnc2)n1 | 2.3% | 0.8
O=C(CN1C(=O)NC2(CCc3ccccc3C2)C1=O)Nc1ccc(Cl)cc1F (configuration not stated) | 5.9% | 4.2
CC(=O)Nc1ccc(S(=O)(=O)Nc2cccc(NC(=O)c3ccco3)c2)cc1 | -6.6% | -14.0
Cc1cccc(NC(=O)CN(C)S(=O)(=O)c2cccc3nsnc23)c1C | 1.2% | -7.3
O=C(COC(=O)c1ccc(S(=O)(=O)N2CCCC2)cc1)NCc1cccs1 | -4.7% | 71.7
O=C(O)CC(Cc1ccc(Br)cc1)C(=O)O (configuration not stated) | -1.7% | nt
CCCCCC(=O)NNC(=S)NC(C)=O | 2.0% | 1.6
Cc1ccc(C(=O)Nc2cccc([N+](=O)[O-])c2)cc1S(=O)(=O)Nc1ccc(C(=O)O)cc1 | 1.4% | 4.6
O=C(Cc1ccccc1Cl)Nc1cccc(S(=O)(=O)N2CCOCC2)c1 | -0.2% | 7.5
O=C(COc1ccccc1Cl)Nc1ccc(C(=O)c2ccc(C(=O)O)cc2)cc1 | 3.5% | -12.7
O=C(O)CC(NCc1ccco1)C(=O)OCC1CCCO1 (configuration not stated) | -0.6% | nt
COC(=O)c1ccc(SCc2cnc(Cl)s2)cc1 | 0.5% | -2.1
CCOc1ccccc1CNC(=O)c1cn(C)c(=O)c2c1c1ccccc1n2C | 0.2% | 6.0
COc1ccc(-n2c(=O)c3ccccc3n(Cc3cccc(C)c3)c2=O)cc1OC | -3.8% | -5.5
Cc1cc([N+](=O)[O-])cc2c1NC(c1ccccn1)C1CC=CC21 (configuration not stated) | 4.3% | nt
CCOC(=O)c1c(NC(=O)CSc2nnc(-c3cccnc3)n2Cc2ccco2)sc(C)c1C | nt | 7.9
O=[N+]([O-])c1ccccc1CN1CCN(Cc2ccccn2)CC1 | 0.4% | 0.7

# Looked up one by one from above:
canonical_smiles | GlmU inhibition | Mtb RmlCD inh
O=C(Cc1ccccc1Cl)Nc1cccc(S(=O)(=O)N2CCOCC2)c1 | -0.2% | 7.5
O=C(O)CC(Cc1ccc(Br)cc1)C(=O)O (configuration not stated) | -1.7% | nt
CC(=O)Nc1ccc(S(=O)(=O)Nc2cccc(NC(=O)c3ccco3)c2)cc1 | -6.6% | -14.0

# More compounds:
canonical_smiles | GlmU inhibition | Mtb RmlCD inh
O=C(COC(=O)CCc1ccc(S(=O)(=O)N2CCOCC2)cc1)Nc1cccc(Cl)c1 | -3.8% | -13.3
O=C(CCS(=O)(=O)c1cccc2nonc12)NCc1ccc(Cl)cc1 | -3.0% | -9.0
S=C(Nc1ccc(Cl)cc1)N1CCCCC1 | 4.4% | 4.2
COc1cccc(Oc2nnnn2-c2ccccc2)c1 | 0.5% | -0.3
CC(C)(C)NC(=O)NC(=O)COC(=O)Cn1cnc2ccccc2c1=O | 7.8% | 11.5
CNc1ncc(C(=O)c2ccccc2)s1 | 6.0% | 5.6
Cc1c(C(c2ccccc2O)c2c(C)n(C)n(-c3ccccc3)c2=O)c(=O)n(-c2ccccc2)n1C | -2.1% | -6.5
C/C=C\C(=O)Nc1cccc(C2=NOC3(C2)C[C@H](C(N)=O)N(C(=O)/C=C/CC)C3)c1 (some centres not stated) | 2.1% | nt
CCCCc1nc2sc3c(=O)n(N)cnc3c2c2c1CCC2 | -4.9% | 0.2
CC(COc1ccccc1)N(CCCl)Cc1ccccc1 (configuration not stated) | 4.7% | nt
Cc1ccnn1CCC(=O)O | 3.5% | ?
O=[N+]([O-])c1ccc(CN2CCN(c3ccc4ccccc4n3)CC2)cc1 | 0.6% | -1.8
CC(C)CNC(=O)COC(=O)c1cncc(Br)c1 | -1.5% | 5.2
CCc1nnc(NC(=O)CSc2nnc(COc3ccccc3)n2-c2ccc(C)cc2)s1 | -2.8% | 6.4
NNC(=O)/C(=C/c1cccs1)NC(=O)c1ccccc1Cl | -2.5% | 2.9
O=C(NN=C1CCCCCC1)c1cc(-c2ccccc2)nc2ccccc12 | 2.9% | nt
CCN(CC)N=Nc1ccc(S(=O)(=O)N2CCSC2C(=O)O)cc1 (configuration not stated) | 8.0% | nt
O=C(Nc1ccnc(-c2cccnc2)n1)c1cccc(Cl)c1Cl | 3.0% | nt
CCn1nccc1C(=O)Nc1cc(Cl)cc(Cl)c1 | 3.8% | nt
O=[N+]([O-])c1ccc(Nc2cccc(F)c2)nc1 | 1.1% | -12.9
Cc1cccn2c(=O)c3cc(C#N)c(=NC(=O)c4cccnc4)n(CC4CCCO4)c3nc12 (configuration not stated) | 1.8% | nt
O=C(c1c[nH]cc1-c1ccccc1)c1cccc2ccccc12 | 6.2% | nt
COc1ccc(N(CC(=O)N2CCN(C)CC2)S(C)(=O)=O)cc1OC | -0.9% | -3.1
COC(=O)c1cc(NS(=O)(=O)c2ccc(Cl)c(N3C(=O)c4ccc(C(=O)O)cc4C3=O)c2)cc(C(=O)OC)c1 | -1.2% | -2.1
COc1cc(OC)c2c(C)cc(=O)oc2c1C(CCN1CCOCC1)c1ccc2c(c1)OCO2 (configuration not stated) | -0.9% | nt
CC1CN(c2ccc(NC(=S)NNCCC#N)cc2)CC(C)O1 (configuration not stated) | -1.0% | 5.6
CC(=O)Nc1ccc2c(c1)CC1(C(=O)N(C)C(=O)N(C)C1=O)C1CCCN21 (configuration not stated) | 2.2% | 13.8
O=C(OCC(=O)N1CCN(C(=O)c2ccco2)CC1)c1cc(-c2ccc(F)cc2)nc2ccccc12 | 1.6% | -0.3
CN(C)C(=O)c1ccccc1Sc1ccc(Cl)cc1Cl | -1.1% | 7.6
O=C(O)c1ccccc1NSc1ccccc1[N+](=O)[O-] | -6.5% | 8.6
CCC(C)C(NC(=O)C(N)CC(C)C)C(=O)NC(CCC(=O)OCc1ccccc1)C(N)=O (configuration not stated) | -6.7% | nt
Cc1ccc(-n2nc3c(c2NC(=O)c2ccc4c(c2)OCO4)CSC3)c(C)c1 | 0.8% | -5.4
COc1ccc(-c2cnc[nH]2)cc1 | -3.2% | 2.6
CCOC(=O)C1(Cc2cccc(F)c2)CCN(Cc2ccon2)CC1 | 2.1% | nt
COc1ccccc1OC(=O)c1ccc2nsnc2c1 | 1.3% | 24.1
Cc1nnc(NCCc2ccccc2)n(N)c1=O | -5.4% | nt
CC(C)N1CCc2c(sc(NC(=O)c3ccc(S(=O)(=O)N4CCOCC4)cc3)c2C#N)C1 | 7.2% | 12.6
Nc1cccc(NC(=O)c2cccs2)c1 | 0.6% | -1.1
CC/C(=N/NC(=O)c1ccc(Br)cc1)c1ccc(OCCN2CCOCC2)cc1 | -0.2% | -9.6
C(=N\Nc1nc(-c2cccnc2)nc2ccccc12)/c1ccccc1 | -0.5% | nt

# Next part:
Structure	GlmU inhibition	Mtb RmlCD inh
Cc1ccc(O)c(NC(=O)c2ccco2)c1	-3.5%	nt
Cc1cc(C(=O)Nc2ccccc2)oc1C	1.2%	4.0
CCCC1C(C#N)=C(N)Oc2c1c(=O)oc1ccccc21 (configuration not stated)	0.5%	nt
CS(=O)(=O)N(Cc1ccc(C(=O)NN=C2CCCC2)cc1)c1ccccc1	2.3%	2.4
N#CC1=C(N)SC2(CCCCC2)SC1c1ccccc1 (configuration not stated)	-2.1%	-2.3
COC(=O)c1cc(S(=O)(=O)N2CCOCC2)c(Cl)cc1N1CCOCC1	6.5%	nt
Nc1nnc(SCC(=O)N2CCN(c3cccc(Cl)c3)CC2)n1-c1ccccc1	3.7%	nt
Cc1nnc(C)n1/N=C/c1ccc2c(c1)OCCO2	3.7%	-12.7
O=C(CCN1c2ccccc2Sc2ccccc21)Oc1ccccc1	3.1%	-4.6
Cc1ccc(-n2nc(C)c3c2OC(N)=C(C#N)C3c2ccncc2)cc1 (configuration not stated)	2.1%	10.6
S=C(NCCNCc1ccccc1)NC1CCCCC1	1.3%	-0.2
COc1ccc(F)cc1C(=O)C1CCCN(C(=O)CCc2ccccn2)C1 (configuration not stated)	7.2%	-3.0
O/N=C/c1c[nH]c2ccccc12	-1.9%	nt
Oc1ccc(Br)cc1-c1cc(-c2ccccc2)n[nH]1	-2.8%	nt
CCC(=O)NCc1c(Cl)cccc1-n1cccc1	-2.2%	nt
CCOC(=O)C1CCN(S(=O)(=O)c2ccc3c(c2)CCCN3C(C)=O)CC1	0.2%	nt
Cc1noc(N)c1C(=O)Nc1ccccc1F	2.0%	nt
O=C(NCc1ccco1)c1ccc([N+](=O)[O-])o1	0.5%	-9.1
COc1ccc(CCNC(=O)c2cc(-c3cc(Cl)ccc3O)n[nH]2)cc1OC	-5.2%	-17.1
Cc1cc(C)c2c(N)c(C(=O)c3ccc(Cl)cc3Cl)sc2n1	1.8%	-2.6
CCC(=O)N1CCc2cc(S(=O)(=O)CCC(=O)Nc3ccc(OC)c(OC)c3)ccc21	3.1%	5.4
CCOC(=O)Cc1c(C)[nH]n(-c2ccccc2)c1=O	0.6%	nt
CCOC(=O)COc1nc(OC)nc(N2CCOCC2)n1	-4.9%	0.4
O=C(COC(=O)c1cccnc1Nc1cccc(C(F)(F)F)c1)NC1CCS(=O)(=O)C1 (configuration not stated)	-3.4%	18.2
COc1ccc(C2C=C(C)Nc3nc(SC)nn32)cc1 (configuration not stated)	nt	7.6
CCOC(=O)Cc1csc(NC(=O)c2ccc(S(=O)(=O)N3CCCCC3)cc2)n1	-0.9%	23.6
Cc1ccc(S(=O)(=O)c2cc3ccccc3oc2=Nc2ccc3c(c2)OCCO3)cc1	0.4%	9.7
O=C(c1cccc(S(=O)(=O)N2CCOCC2)c1)N1CCCC1	2.5%	nt
COc1ccccc1C(=O)O/N=C(\N)c1ccccn1	6.0%	27.9
CN(C[C@H](Cc1ccccc1)N(C[C@H](Cc1cccc2ccccc12)N(CCc1ccccc1)N=O)N=O)N=O	-1.1%	nt

# Shown with two lines to a compound: part of the list above.
# Values in the order – GlmU inhibition, Mtb RmlCD inh
COc1ccc(C2C=C(C)Nc3nc(SC)nn32)cc1 (configuration not stated)
→ nt, 7.6
Cc1ccc(S(=O)(=O)c2cc3ccccc3oc2=Nc2ccc3c(c2)OCCO3)cc1
→ 0.4%, 9.7
CCOC(=O)COc1nc(OC)nc(N2CCOCC2)n1
→ -4.9%, 0.4

# (more compounds)
Structure	GlmU inhibition	Mtb RmlCD inh
O=C(CSc1nnc(-c2ccncc2)n1CC1CCCO1)NCc1ccccc1 (configuration not stated)	10.0%	0.2
COc1cc(/C=C(\NC(=O)c2ccccc2)C(=O)NCC(=O)O)c([N+](=O)[O-])cc1OC	-2.4%	-9.9
CC(C)C(OC(=O)c1ccco1)C(=O)NCc1cccs1 (configuration not stated)	-3.5%	nt
N#Cc1c(-c2ccc(Cl)cc2)c2c([nH]c1=O)-c1ccccc1OC2	1.2%	-5.7
O=c1c(Cc2ccc(F)cc2)c(O)ccn1CCCn1ccnc1	-4.5%	-9.8
COc1ccc2nc(NC(=O)CNS(=O)(=O)c3cccs3)sc2c1	-5.4%	8.0
CCOCCCNC(=O)C(c1ccc(C)cc1)N(Cc1ccc2c(c1)OCO2)C(=O)c1cnccn1 (configuration not stated)	-4.3%	nt
Cc1ccccc1Oc1nc2c(C)cccn2c(=O)c1/C=C(\C#N)C(=O)NC1CCS(=O)(=O)C1 (configuration not stated)	0.2%	-1.5

# Screening results (PubChem BioAssay)
